OPRM1-OPRD1 inv: inverse agonists of MOR-DOR heterodimerization, primary screen, cell-based, luminescence. Mu-type opioid receptor (Homo sapiens) + Delta-type opioid receptor (Homo sapiens), …. AID 504357, 2011. inhibition, % at 9.3 µM. cell-based MOR-DOR heterodimer luminescence, inverse agonism. actives 0.21% (n = 340,000); in the data active = inhibition above about 22%, passing the limit was not always enough;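 note: 0% = cells with DMSO and 100% = wells without cells with DMSO; values of inactives mirror those of a sister screen read the other way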
MOR-DOR ag: agonists of OPRM1-OPRD1 heterodimerization, primary screen, cell-based, luminescence. Mu-type opioid receptor (Homo sapiens) + Delta-type opioid receptor (Homo sapiens), …. cells. activation, % at 9.3 µM. actives 0.3% (n = 340,000); in the data active = activation above about 18%;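 note: 0% = vehicle-treated cells and 100% = reference agonist; values of inactives mirror those of a sister screen read the other way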
HTR5A inv ag: HTR5A inverse agonists in luminescence cell assay, primary screen, counter-screen for OPRM1-OPRD1 heterodimer inverse agonist project, full-deck HTS | inhibition, % at 9.3 µM | HTR5A cell line, inverse agonism | 5-hydroxytryptamine receptor 5A (Homo sapiens), P47898 | AID 504634, 2011 | actives 0.083% (n = 340,000); in the data active = inhibition mostly above about 23%, no sharp cut-off; inactive = mostly below about 18%;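 note: 0% = cells with DMSO and 100% = no-cell wells with DMSO; some compounds called inactive have numbers as strong as hits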
Target sequence (P47898 whole entry, looked up): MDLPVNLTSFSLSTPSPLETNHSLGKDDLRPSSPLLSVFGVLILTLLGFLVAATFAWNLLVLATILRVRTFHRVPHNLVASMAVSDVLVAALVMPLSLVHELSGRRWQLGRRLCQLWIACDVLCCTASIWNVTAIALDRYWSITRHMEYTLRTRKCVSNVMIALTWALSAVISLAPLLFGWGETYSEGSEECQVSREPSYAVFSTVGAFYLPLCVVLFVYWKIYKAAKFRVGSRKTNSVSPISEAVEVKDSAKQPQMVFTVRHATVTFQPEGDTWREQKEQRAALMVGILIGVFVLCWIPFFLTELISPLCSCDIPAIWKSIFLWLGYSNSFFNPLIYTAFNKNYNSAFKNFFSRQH
PKA-R1A act: activators of PKA-R1A holoenzyme, primary screen, biochemical, fluorescence polarization, Cy5-IP20, bovine R1A, mouse PKAc | cAMP-dependent protein kinase type I-alpha regulatory subunit (Bos taurus) + … | PKA-R1A dissociation; scaled: DMSO 0%, 113 µM cGMP 100% | activation, % at 11.4 µM | actives 0.083% (n = 340,000) | AID 504707, 2011;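 active = percent activation above the mean of all tested compounds plus 3 SD, cut at about 19% in these data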;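 note: higher means more PKAc released from R1A so a rise in polarization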
HTR5A ag ctr: HTR5A agonists in luminescence cell assay, primary screen, counter-screen for OPRM1-OPRD1 heterodimer agonist project, full-deck HTS. actives 0.61% (n = 340,000). activation, % at 9.3 µM. 5-hydroxytryptamine receptor 5A (Homo sapiens), P47898. cell-based; in the data active = activation mostly above about 9.5%, no sharp cut-off; inactive = mostly below about 7.6%;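 note: 0% = cells with vehicle only and 100% = reference agonist; strong numbers were not always called active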
PKA-R2B act: activators of PKA-R2B holoenzyme, primary screen, biochemical, fluorescence polarization, Cy5-IP20, human; cAMP-dependent protein kinase catalytic subunit beta (Homo sapiens) + cAMP-dependent …; PKA-R2B holoenzyme dissociation; R2B truncated from residue 108, S112A mutant; 0% DMSO only, 100% 113 µM cGMP; activation, % at 11.4 µM; actives 0.079% (n = 340,000); AID 504700, 2011;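 active = activation above a cutoff set at the mean over all compounds plus 3 SD, cut at about 18% in these data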;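 note: higher means more holoenzyme dissociation and a rise in polarization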
Target sequence (P31323 whole entry, looked up, other chains not shown, the tested form may be a part): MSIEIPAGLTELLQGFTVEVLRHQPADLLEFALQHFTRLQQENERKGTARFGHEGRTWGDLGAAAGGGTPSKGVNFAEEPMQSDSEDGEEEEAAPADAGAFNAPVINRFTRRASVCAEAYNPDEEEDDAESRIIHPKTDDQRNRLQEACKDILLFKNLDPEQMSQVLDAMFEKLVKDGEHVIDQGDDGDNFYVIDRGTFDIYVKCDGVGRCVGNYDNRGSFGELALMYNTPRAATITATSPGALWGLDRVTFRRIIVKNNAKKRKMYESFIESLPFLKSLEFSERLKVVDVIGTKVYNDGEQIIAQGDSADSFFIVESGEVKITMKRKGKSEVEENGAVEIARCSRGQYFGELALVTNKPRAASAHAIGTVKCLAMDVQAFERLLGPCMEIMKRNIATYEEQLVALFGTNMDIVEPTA
Arr AP2 block: inhibitors of beta-arrestin/AP2 binding, primary screen, biochemical, GPCR trafficking, flow cytometry. beta-arrestin 1 C-terminal peptide binding to AP2 beta2-adaptin appendage (human). inhibition, % at 10 µM. FITC-arrestin peptide / GST-AP2 beads; AP2 beta2 appendage carries R879A mutation. actives 0.31% (n = 340,000);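 active = inhibition above a set limit, near 3 SD of compounds lacking own fluorescence, cut at about 54% in these data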;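 note: plate controls were DMSO wells for no effect and 5 µM unlabelled arrestin peptide for full effect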
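System: GST-tagged AP2 beta2-adaptin appendage (R879A) on 4 µm glutathione beads / Reagent: FITC-arrestin peptide, 50 nM / Detection: HyperCyt-sampled flow cytometry, FL1 channel, ex 488/em 535 nm / Timing: 12 min plus 1 h, RT / Buffer or medium: PBS plus Tween 20 (0.05%) and BSA (0.1%)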
DSG3 Ab inh: inhibitors of pemphigus antibody binding to DSG3, primary screen, biochemical, bead-based, flow cytometry, scFv-GFP | Desmoglein-3 (Homo sapiens), P32926 | DSG3-coupled beads, scFv-anti-DSG3-GFP binding; hits give low values | binding (percent of control), % at 10 µM | actives 0.48% (n = 310,000) | AID 588358, 2011;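 active = binding more than 3 SD below its plate's average and above zero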;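 note: hits lower antibody fragment binding to DSG3; some compounds called inactive have numbers as strong as hits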
V-ATPase pHluor: regulators of yeast V-ATPase proton pumping, primary screen, pHLuorin cytosolic pH fluorescence. S. cerevisiae. response, % at 10 µM. actives 0.37% (n = 350,000). AID 504577, 2011; in the data active = response mostly above about 7.3%, no sharp cut-off; inactive = mostly below about 5.4%; note: actives read high; inactives centre near 0; some compounds called inactive have numbers as strong as hits; reference of the scale not given here
DAGLB inh: DAGLB lipase inhibitors, primary screen, biochemical, fluorescence, HTS; Diacylglycerol lipase-beta (Homo sapiens), Q8NCG7; HEK293T DAGLB membrane lysate, EnzChek fluorogenic substrate; inhibition, % at 5.17 µM; actives 0.059% (n = 340,000); in the data active = inhibition above about 34%;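 note: 0% = enzyme with vehicle and 100% = wells lacking enzyme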
The depositor's hits bear a star; i = inactive; · = no result given.

Order of results: OPRM1-OPRD1 inv	MOR-DOR ag	HTR5A inv ag	PKA-R1A act	HTR5A ag ctr	PKA-R2B act	Arr AP2 block	DSG3 Ab inh	V-ATPase pHluor	DAGLB inh
Cn1nccc1C(=O)OCC(=O)Nc1ccccc1
 : -4.8	0.7	-6.8	0.8	3.0	4.9	7.6	119.0	3.1	0.3
COc1ccccc1N1CCN(C(=O)CCc2nnc3ccc(N4CCCC4)nn23)CC1
 : 12.3	-2.3	11.8	-2.6	-2.7	3.5	-2.1	98.8	0.0	-0.6
CC(C)C(NC(=O)c1ccccc1)C(=O)NCC(c1ccccc1)N(C)C (stereo not drawn)
 : -26.0	3.7	0.6	-1.3	-0.2	4.7	3.2	88.7	-1.6	-2.0
CC1C(=O)N(Cc2cn(CCC3OCCO3)nn2)CCS(=O)(=O)N1Cc1ccc(-c2ccc(Cl)c(Cl)c2)cc1 (stereo not drawn)
 : ·	·	·	5.5	·	-0.5	·	107.0	1.6	3.4
Cc1c(Cl)cccc1NS(=O)(=O)c1ccc2c(c1)C1C=CCC1C(c1ccc(C(=O)O)cc1)N2 (stereo not drawn)
 : -4.8	0.9	-5.4	-4.9	1.9	-1.2	13.9	106.4	-0.2	20.9
Cc1c(Br)c([N+](=O)[O-])nn1CCCC(=O)N1CCN(c2ccccc2)CC1
 : -6.0	1.0	-3.0	-3.8	-0.2	-13.3	1.8	99.4	1.5	-3.0
O=C(/C=C/c1ccc(OC2CSC2)cc1)c1ccc(Cl)cc1
 : -1.9	0.3	17.4	4.4	1.9	-7.3	-7.6	105.4	-2.2	-8.2
CCN(CC)CCCNC(=O)CNC(=O)c1nn(-c2ccc(OC)c(OC)c2)c(=O)c2ccccc12
 : -1.9	0.4	4.8	6.0	-1.3	11.2	13.8	89.1	0.1	-2.7
O=C(c1ccccc1)N(c1ccccc1)c1ccccc1O
 : -7.0	1.6	7.7	-0.6	-2.0	-8.2	-6.0	106.7	-0.7	-3.4
CC(CNC(=O)CCC(=O)N1CCOc2ccc(Cl)cc21)c1ccccc1 (stereo not drawn)
 : 4.2	-0.8	10.7	-1.0	-1.8	11.1	1.6	110.3	3.4	-1.9
N#Cc1nc(Cc2cccc3ccccc23)oc1NCCCn1ccnc1
 : 12.4	-2.5	12.4	1.2	-5.1	10.8	11.8	101.2	-3.3	-1.2
Cc1cccc(C(CC(=O)NCCc2ccccc2)c2ccccc2)c1O (stereo not drawn)
 : 0.4	-0.1	-16.3	-4.9	0.5	-10.2	4.0	·	-1.9	-4.6
O=C(c1sc2ccccc2c1Cl)N(Cc1cccs1)C1CCS(=O)(=O)C1 (stereo not drawn)
 : i	161.8*	0.2	-11.8	-0.1	-5.6	26.1	114.9	1.8	0.9
Cc1cc(CSc2ccccc2C(=O)O)on1
 : -6.6	1.2	-22.0	1.9	7.8	-7.1	-1.4	120.4	1.7	0.0
CCc1ccccc1NC(=S)N(CCN1CCOCC1)C1CCN(C(C)=O)CC1
 : 17.4	-3.3	-19.4	-10.1	3.4	-15.3	31.1	95.5	-1.4	0.5
N#Cc1ccc(Oc2c(Cl)cncc2Cl)cc1
 : 11.4	-2.5	18.7	1.3	-5.0	-0.1	-20.9	96.9	3.6	0.0
CCOC(=O)N/N=C(\C)c1cccs1
 : 8.1	-1.4	-5.9	-1.4	2.1	0.7	3.9	101.7	-0.1	-7.7
CCOC(=O)c1cnn(-c2nc(C)cc(C)n2)c1N
 : 15.9	-3.0	-16.3	2.3	0.7	-7.3	13.9	61.5	0.0	-1.4
CCN(CC)C(=O)C1=C(C)N(CCC2=CCCCC2)C(=O)C(CC(=O)NC2CCCC2)C1 (stereo not drawn)
 : ·	·	·	-4.6	·	6.4	·	99.0	-0.5	-0.5
O=C(CNC(=O)c1ccc(Oc2ccccc2)cc1)OC1CCCCC1=O (stereo not drawn)
 : -14.0	2.5	18.3	7.0	5.9	-13.4	32.4	77.2	5.6	-0.9
COc1ccc(/C=N/NC(=O)c2ccccc2O)cc1Cn1cc(Cl)cn1
 : 19.2	-4.2	8.8	-3.2	0.3	-2.8	6.5	97.2	-3.0	0.2
CCOc1ccc(CCNC(=O)/C=C/c2ccco2)cc1OCC
 : 13.4	-1.9	-3.9	2.3	3.1	3.2	2.5	98.2	0.9	0.6
CCC(=O)N(CC)C1=C(O)c2ccccc2C(=O)C1=O
 : -2.7	0.5	-33.2	9.3	-0.8	12.5	14.1	95.3	7.7	1.1
O=C(COC(=O)Cc1ccc(Cl)cc1)Nc1c(F)cccc1F
 : -0.2	0.0	-13.3	-9.4	4.8	-9.9	-2.9	93.2	-1.5	1.9
O=C(NNC(=O)c1ccccc1-n1cccc1)c1cncc(Br)c1
 : 0.6	-0.1	9.7	4.7	2.4	-10.3	-2.8	97.6	0.6	1.2
CCCNc1nc(Cl)nc(Nc2ccc(Cl)cc2)n1
 : -11.1	2.3	-4.0	-15.6	1.1	-4.1	-8.6	97.3	0.3	-4.7
O=C1C=C(c2ccccc2Oc2ccccc2)C[C@@H](c2ccc3c(c2)OCO3)C1
 : 12.2	-2.2	27.1	0.1	-3.4	-24.1	3.7	100.4	0.7	-3.1
O=C(NC(=S)N1CCCCC1c1cccnc1)c1ccccc1 (stereo not drawn)
 : 12.5	-2.5	22.6	1.8	4.0	-19.2	5.6	102.0	4.3	0.4
COc1ccc(OC)c(-c2cc(C(=O)N3CCN(c4ccccc4)CC3)no2)c1
 : -9.8	1.6	-36.0	-4.9	11.8	-16.8	4.6	101.5	18.5*	-9.5
O=C(NCC(=O)N(c1ccc2c(c1)OCCO2)C(C(=O)NC1CCCC1)c1ccco1)c1ccco1 (stereo not drawn)
 : 23.7	-4.4	0.4	-9.1	-0.1	-2.2	-2.3	98.8	-3.7	1.0
Cc1ccc(C(=O)N/C(=C\c2cccs2)C(=O)N2CCOCC2)cc1C
 : 7.6	-1.4	-14.0	-0.6	1.1	3.1	-1.2	106.7	1.8	-0.6
CC1=C(C(=O)NCc2ccccc2)C(c2ccccc2OCC(N)=O)NC(=O)N1 (stereo not drawn)
 : 7.8	-1.3	-27.1	0.2	4.5	-15.1	-2.9	95.4	0.1	-1.0
O=C(NCc1ccco1)C1CCCN(S(=O)(=O)c2ccc(-n3cnnn3)cc2)C1 (stereo not drawn)
 : 8.9	-1.6	-11.6	-16.3	-2.9	-9.8	-5.2	82.2	1.1	-1.3
CN(C)c1nccc(Nc2ccccc2)c1C#N
 : 10.6	-2.3	-4.7	-6.5	5.1	0.5	-5.1	112.2	-1.8	-1.1
COc1ccc(CNC(=O)CSc2nnc(-c3ccc(NC(C)=O)cc3)n2C)cc1
 : 8.6	-1.6	11.1	-1.2	2.9	6.5	0.9	94.8	3.8	3.1
COc1ccc2[nH]c(=O)c(CN(c3ccccc3)S(=O)(=O)c3ccccc3)cc2c1
 : -12.9	2.5	6.7	6.3	-2.1	6.5	5.2	105.6	0.5	2.8
COC(=O)C1=CN(Cc2cccs2)C=C(C(=O)OC)C1c1cccc(Cl)c1
 : -1.6	0.3	0.4	3.6	-0.2	-4.3	-7.4	99.3	0.8	-5.1
COc1ccc(C(=O)Nc2ccc(/C(C)=N/NC(=O)c3ccccc3O)cc2)cc1OC
 : 14.2	-2.7	-24.7	-5.0	4.8	6.9	8.5	95.0	-5.9	-5.4
CCC(NC(=O)CCc1c(C)c2cc3c(C)c(C)oc3cc2oc1=O)C(=O)N[C@@H](Cc1ccccc1)C(=O)O (stereo partly drawn)
 : -0.1	0.0	5.4	-11.2	3.6	1.1	8.7	97.5	-0.6	0.8
CCCC(=O)Nc1cc(=O)[nH]c2ncnn12
 : 8.8	-1.7	6.5	-9.6	-3.6	-9.0	-3.7	91.3	-3.4	0.5
COc1ccc(NC(=O)c2cc(-c3cc(C)cc(C)c3O)n[nH]2)cc1Cl
 : -42.1	8.3	-34.3	-11.6	11.2*	2.3	0.6	·	-2.8	-0.2
CC(C)c1ccc(NC(=O)N2CCCC2C(=O)Nc2ccc(-n3cnnn3)cc2)cc1 (stereo not drawn)
 : 3.5	-0.5	-10.7	-3.2	4.3	-7.1	-5.3	81.5	-6.0	-0.7
NC(=O)c1ccccc1NC(=O)N1CCOCC1
 : 5.3	-1.1	18.8	5.6	-5.0	-7.6	13.8	111.0	-1.2	-0.5
CCCNC(=O)C(=O)c1cccn1-c1ccsc1C(=O)OC
 : 7.9	-1.5	-6.3	1.2	-1.8	4.0	18.4	98.5	1.1	0.9
CN(Cc1cccs1)C(=O)c1cc(S(=O)(=O)N2CCOCC2)ccc1F
 : 9.4	-2.3	7.3	-5.2	-3.0	-1.0	-8.9	·	-2.5	-2.3

Assay outcomes: PubChem BioAssay, several laboratories
